Bioassay records as filed in PubChem BioAssay.
Arrestin-AP2 inh – inhibitors of beta-arrestin/AP2 binding, primary screen, biochemical, GPCR trafficking, flow cytometry. beta-arrestin 1 C-terminal peptide binding to AP2 beta2-adaptin appendage (human). FITC-arrestin peptide / GST-AP2 beads; AP2 beta2 appendage carries R879A mutation. inhibition, % at 10 µM. 0.31% of 340,000 active. AID 504490, 2011;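 active means inhibition above a set limit, near 3 SD of compounds lacking own fluorescence, cut at about 54% in these data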;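 further: plate controls were DMSO wells for no effect and 5 µM unlabelled arrestin peptide for full effect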
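Test system: GST-tagged AP2 beta2-adaptin appendage (R879A) on 4 µm glutathione beads; also added: fluorescein-tagged arrestin peptide at 50 nM final; timing: 12 min plus 1 h, RT; signal: flow cytometry, FL1 (488/535 nm); read-out: percent drop in bead-associated FITC signal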
PKA-R2B act – activators of PKA-R2B holoenzyme, primary screen, biochemical, fluorescence polarization, Cy5-IP20, human; cAMP-dependent protein kinase catalytic subunit beta (Homo sapiens) + cAMP-dependent …; AID 504700, 2011; PKA-R2B holoenzyme dissociation; R2B truncated from residue 108, S112A mutant; 0% DMSO only, 100% 113 µM cGMP; activation, % at 11.4 µM; 0.079% of 340,000 active;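 active means activation above a cutoff set at the mean over all compounds plus 3 SD, cut at about 18% in these data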;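 further: higher means more holoenzyme dissociation and a rise in polarization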
DSG3 Ab inh – inhibitors of pemphigus antibody binding to DSG3, primary screen, biochemical, bead-based, flow cytometry, scFv-GFP | DSG3-coupled beads, scFv-anti-DSG3-GFP binding; active compounds read low | 0.48% of 310,000 active | binding (percent of control), % at 10 µM;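 active means binding more than 3 SD below its plate's average and above zero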;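 further: hits lower antibody fragment binding to DSG3; some compounds called inactive have numbers as strong as hits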
V-ATPase pHluor – regulators of yeast V-ATPase proton pumping, primary screen, pHLuorin cytosolic pH fluorescence; S. cerevisiae; response, % at 10 µM; AID 504577, 2011; 0.37% of 350,000 active; in the data active means response mostly above about 7.3%, no sharp cut-off; inactive means mostly below about 5.4%; further: actives read high; inactives centre near 0; some compounds called inactive have numbers as strong as hits; reference of the scale not given here
HTR5A inv ag – HTR5A inverse agonists in luminescence cell assay, primary screen, counter-screen for OPRM1-OPRD1 heterodimer inverse agonist project, full-deck HTS; 5-hydroxytryptamine receptor 5A (Homo sapiens), P47898; HTR5A cell line, inverse agonism; inhibition, % at 9.3 µM; 0.083% of 340,000 active; AID 504634, 2011; in the data active means inhibition mostly above about 23%, no sharp cut-off; inactive means mostly below about 18%;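 further: 0% = cells with DMSO and 100% = no-cell wells with DMSO; some compounds called inactive have numbers as strong as hits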
Target sequence (P47898 whole entry, looked up): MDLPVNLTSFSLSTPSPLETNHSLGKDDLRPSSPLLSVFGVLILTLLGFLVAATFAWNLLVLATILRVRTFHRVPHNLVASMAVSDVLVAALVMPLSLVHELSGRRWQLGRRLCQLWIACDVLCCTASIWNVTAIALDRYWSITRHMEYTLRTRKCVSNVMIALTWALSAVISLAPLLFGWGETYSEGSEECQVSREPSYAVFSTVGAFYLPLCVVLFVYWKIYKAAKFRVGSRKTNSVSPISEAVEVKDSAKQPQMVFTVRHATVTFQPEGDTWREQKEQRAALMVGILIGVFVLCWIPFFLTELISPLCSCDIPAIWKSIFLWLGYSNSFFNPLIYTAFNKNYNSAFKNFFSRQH
DAGLB inhibitor – DAGLB lipase inhibitors, primary screen, biochemical, fluorescence, HTS. Diacylglycerol lipase-beta (Homo sapiens), Q8NCG7. HEK293T DAGLB membrane lysate, EnzChek fluorogenic substrate. inhibition, % at 5.17 µM. 0.059% of 340,000 active; in the data active means inhibition above about 34%;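 further: 0% = enzyme with vehicle and 100% = wells lacking enzyme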
Target sequence (Q8NCG7 whole entry, looked up): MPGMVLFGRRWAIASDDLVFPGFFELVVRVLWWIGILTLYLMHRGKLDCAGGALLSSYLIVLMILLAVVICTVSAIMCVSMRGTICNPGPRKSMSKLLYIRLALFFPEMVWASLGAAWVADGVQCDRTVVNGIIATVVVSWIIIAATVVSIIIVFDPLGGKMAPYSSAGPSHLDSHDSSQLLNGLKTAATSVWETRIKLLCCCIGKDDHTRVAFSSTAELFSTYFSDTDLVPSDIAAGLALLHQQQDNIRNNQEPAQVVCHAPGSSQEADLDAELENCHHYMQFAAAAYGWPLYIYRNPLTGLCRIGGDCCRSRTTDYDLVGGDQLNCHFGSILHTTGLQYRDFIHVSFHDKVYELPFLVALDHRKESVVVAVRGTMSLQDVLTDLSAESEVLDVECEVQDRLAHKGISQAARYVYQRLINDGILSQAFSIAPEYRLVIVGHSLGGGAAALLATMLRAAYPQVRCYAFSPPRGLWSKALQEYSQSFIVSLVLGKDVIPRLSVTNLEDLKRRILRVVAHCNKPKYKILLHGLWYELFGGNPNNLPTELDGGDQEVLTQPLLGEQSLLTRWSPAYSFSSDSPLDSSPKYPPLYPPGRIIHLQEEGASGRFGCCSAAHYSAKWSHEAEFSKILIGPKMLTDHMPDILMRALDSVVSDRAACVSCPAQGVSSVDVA
HTR5A ag ctr – HTR5A agonists in luminescence cell assay, primary screen, counter-screen for OPRM1-OPRD1 heterodimer agonist project, full-deck HTS; AID 504692, 2011; 0.61% of 340,000 active; 5-hydroxytryptamine receptor 5A (Homo sapiens), P47898; cell-based; activation, % at 9.3 µM; in the data active means activation mostly above about 9.5%, no sharp cut-off; inactive means mostly below about 7.6%;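 further: 0% = cells with vehicle only and 100% = reference agonist; strong numbers were not always called active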
OPRM1-OPRD1 ag – agonists of OPRM1-OPRD1 heterodimerization, primary screen, cell-based, luminescence; Mu-type opioid receptor (Homo sapiens) + Delta-type opioid receptor (Homo sapiens), …; cells; activation, % at 9.3 µM; 0.3% of 340,000 active; in the data active means activation above about 18%;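 further: 0% = vehicle-treated cells and 100% = reference agonist; values of inactives mirror those of a sister screen read the other way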
PKA-R1A act – activators of PKA-R1A holoenzyme, primary screen, biochemical, fluorescence polarization, Cy5-IP20, bovine R1A, mouse PKAc; cAMP-dependent protein kinase type I-alpha regulatory subunit (Bos taurus) + …; PKA-R1A dissociation; scaled: DMSO 0%, 113 µM cGMP 100%; activation, % at 11.4 µM; 0.083% of 340,000 active; AID 504707, 2011;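 active means percent activation above the mean of all tested compounds plus 3 SD, cut at about 19% in these data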;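 further: higher means more PKAc released from R1A so a rise in polarization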
MOR-DOR inv ag – inverse agonists of MOR-DOR heterodimerization, primary screen, cell-based, luminescence | Mu-type opioid receptor (Homo sapiens) + Delta-type opioid receptor (Homo sapiens), … | cell-based MOR-DOR heterodimer luminescence, inverse agonism | inhibition, % at 9.3 µM | 0.21% of 340,000 active | AID 504357, 2011; in the data active means inhibition above about 22%, passing the limit was not always enough;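 further: 0% = cells with DMSO and 100% = wells without cells with DMSO; values of inactives mirror those of a sister screen read the other way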
* hit, by the source's call; x = not tested or not shown.

Compound	Arrestin-AP2 inh	PKA-R2B act	DSG3 Ab inh	V-ATPase pHluor	HTR5A inv ag	DAGLB inhibitor	HTR5A ag ctr	OPRM1-OPRD1 ag	PKA-R1A act	MOR-DOR inv ag
CO/C=C\C=C/c1nnn(-c2ccc(Cl)cc2)n1	1	5	83	-2	2	4	2	-2.8	-3	14
COc1ccc(-n2nnnc2SCC(=O)Nc2cccc(NC(C)=O)c2)cc1OC	-4	-4	105	2	-4	0	8	-2.0	-3	12
NC(=O)[C@H]1CC2(CC(c3cccc(NC(=O)CC(c4ccccc4)c4ccccc4)c3)=NO2)CN1C(=O)CC(c1ccccc1)c1ccccc1 (some centres not stated)	12	4	100	6	4	2	4	0.3	-1	-2
COC(=O)c1cn(CC(=O)NC2CCCCC2)c2ccccc12	9	-2	x	2	4	-2	-1	-0.7	2	4
COc1ccc(-c2nnc(NC(=O)C3CC3)o2)cc1	32	-9	81	-6	-2	-2	1	-0.7	-4	5
COC(=O)c1cccc(NC(=O)CSc2nnc(C)n2C)c1	-2	-4	102	-5	8	0	-3	0.6	-20	-3
Cn1c(CN2CCOCC2)nnc1SCC(=O)Nc1ccc([N+](=O)[O-])cc1O	-4	-8	104	-3	28	2	1	-3.2	-7	17
Cc1nc(-c2ccccc2)sc1C1(C)CC(c2ccc(OC(F)(F)F)cc2)=NO1 (configuration not stated)	3	4	109	-7	-9	-11	4	2.9	19*	-16
CC(O)CNc1nc2c(c(=O)n(C)c(=O)n2C)n1CCc1ccccc1 (configuration not stated)	-1	13	102	-2	-36	-1	-10	0.3	-2	-2
COc1ccc(S(=O)(=O)N(C)CC(=O)Nc2ccccc2OC)cc1C	3	-3	96	0	14	-3	-3	-3.2	-7	13
CC(=O)Nc1ccccc1C(F)(F)F	33	-7	93	0	14	1	7	-1.4	-2	7
COc1ccc(N2CC(C(=O)NC3=NCCS3)CC2=O)cc1 (configuration not stated)	47	-3	x	1	30	0	3	-1.7	0	9
Nc1nonc1-n1nnc(C(=O)N/N=C/c2ccccn2)c1CNc1ccccc1	-5	1	92	0	-7	5	-3	-0.7	1	3
Cc1nn(CCO)c2ncc(C(=O)c3cc(F)ccc3O)cc12	-15	2	x	-2	7	-1	-3	-2.2	7	14
Cc1ccc(NC(=O)Cn2cc([N+](=O)[O-])nc2C)cc1C	3	11	100	3	11	0	-3	-4.0	-4	19
Cc1ccc(Cl)cc1N1CCN(C(c2ccc(C#N)cc2)c2nnnn2C2CCCC2)CC1 (configuration not stated)	5	7	100	1	2	-16	3	-0.9	-1	5
CCC1Sc2ccc(S(=O)(=O)Nc3ccc(OC)cc3)cc2NC1=O (configuration not stated)	7	6	91	5	1	-1	0	-0.2	8	1
CCOC(=O)c1cc(-c2c(Cl)cccc2Cl)no1	21	-6	x	1	-1	-6	-1	2.8	-4	-14
O=c1c(Cc2ccc(F)cc2)c(O)ccn1C1CCCCC1	-29	-3	98	0	-9	0	-2	1.1	-6	-7
CC(C)Cn1c(=O)c(C(=O)Nc2ccccc2S(N)(=O)=O)c(O)c2ccccc21	2	-2	103	2	-4	6	9	2.3	-3	-12
Cc1ccc(CNS(=O)(=O)NCc2cccs2)cc1	6	3	100	3	14	-1	-5	-2.1	-9	11
CC(NC(=O)CN1CCN(C(=O)c2cccs2)CC1)c1ccc(F)cc1F (configuration not stated)	-6	2	108	-4	-3	-3	0	-5.1	1	20
COCC(C)n1c(C)cc(C(=O)COc2ccc(C)nc2[N+](=O)[O-])c1C (configuration not stated)	10	-13	85	2	-1	-1	0	-0.1	-11	0
O=C(CSc1nnnn1-c1ccccc1)Nc1nc(-c2ccccc2)ns1	-5	8	94	0	-2	1	1	1.0	-7	-5
COc1ccc(Cn2nnnc2CN2CCC(O)(c3ccccc3F)CC2)cc1	-7	-5	83	2	2	3	-1	-2.0	-3	9
Nc1cc(C(=O)c2cccs2)ccc1Cl	5	4	100	2	9	1	-1	-2.3	0	13
Cc1cc(Cl)ccc1NC(=O)COC(=O)CCNS(=O)(=O)c1ccccc1	-3	3	106	1	2	-1	-1	-3.5	-2	14
Cn1c(CN2CCN(C(=O)c3ccccc3Cl)CC2)nc2cc([N+](=O)[O-])ccc21	11	10	84	-4	11	-5	-4	0.1	1	0
O=[N+]([O-])c1ccc(NCCNCCOc2nonc2-c2ccccc2)c([N+](=O)[O-])c1	20	-1	102	1	14	-2	-3	0.0	-3	0
COc1ccccc1OCC(=O)Nc1sc2c(c1C(=O)NCC1CCCO1)CCC2 (configuration not stated)	9	0	111	3	-7	-8	1	-0.7	4	4
O=c1[nH]c2ccc(NS(=O)(=O)c3ccc(F)c(Cl)c3)cc2[nH]1	-1	-6	103	-4	-19	-1	-1	2.7	-5	-17
O=S(=O)(NCc1ccc(F)cc1)c1ccc(Br)cc1Br	0	9	106	1	8	12	-1	4.6	0	-25
Cc1ccc(-c2nc3ccccn3c2NC(=O)c2ccco2)cc1	32	3	101	2	-6	0	1	-1.0	11	6
Cc1cc([N+](=O)[O-])nn1CCC(=O)NC1CCCCCC1	0	0	99	1	-34	-4	10	0.6	4	-3
CC1CCN(C(=O)/C(=C\c2cccs2)NC(=O)c2ccccc2)CC1	-15	-6	101	-2	5	0	-1	-1.0	11	5
O=C(CSc1nnnn1C1CC1)Nc1ccc(S(=O)(=O)N2CCOCC2)cc1	-6	3	x	1	16	1	-6	-2.3	-4	9
CCOc1cccc(C(=O)N(Cc2ccco2)C2CCS(=O)(=O)C2)c1 (configuration not stated)	0	6	96	0	3	0	-5	-1.6	0	9
O=C(COC(=O)Cc1c[nH]c2ccccc12)Nc1cccc(Br)c1	x	-11	94	4	x	-2	x	x	5	x
O=C(CNC(=O)c1cccs1)NCC(=O)OCC(=O)c1ccc([N+](=O)[O-])cc1	-3	-2	102	-12	12	0	-4	-1.7	0	9
CC1=C(C(=O)Nc2ccccc2C)C(c2ccccc2)NC(=O)N1 (configuration not stated)	4	6	99	-1	12	-5	-4	-1.6	4	9
Cc1ccc(NC(=O)CSc2ccc(C(N)=O)cc2[N+](=O)[O-])cc1	16	-11	96	-3	18	1	0	-2.1	-3	11
CC1CN(CC(O)c2ccc(Br)cc2)CCO1 (configuration not stated)	35	-3	125	2	4	-1	-1	-3.3	4	17
Cc1ccsc1/C=C1\SC(=S)N(CC2CCCO2)C1=O (configuration not stated)	35	-5	x	3	-4	-9	2	1.1	-6	-5
O=C(Nc1ccccc1)OCc1cn(-c2ccc(Cl)cc2)nn1	-4	-4	94	1	2	-4	-3	0.5	-8	-3
Cc1[nH]c(C)c2c(=O)n(Cc3ccc(Cl)cc3)ncc12	-2	-13	119	0	9	2	-3	-0.1	-2	0
CCN(CC)S(=O)(=O)c1ccc(OC)c(NC(=O)CSc2cc(C)ccc2C)c1	-1	-20	95	0	1	-3	6	2.2	-7	-11
NS(=O)(=O)c1ccc(NC(=O)COC(=O)C2(c3ccc(F)cc3)CCCC2)cc1	33	-5	103	-4	-5	-4	1	-0.3	-20	1
COc1ccc(C(=O)c2ccc(OC)c(N)c2)cc1N	15	8	99	-2	-12	-2	-2	-3.7	-3	17
COc1ccc(C(=O)COC(=O)CCCn2c(=O)oc3ccccc32)cc1	12	6	100	3	11	0	6	0.3	9	-2
Cc1c(NC(=O)COc2ccc3ccc(=O)oc3c2)c(=O)n(-c2ccccc2)n1C	-2	-19	102	-1	-6	2	8	-1.1	-5	6
O=C(COC(=O)c1ccc(O)cc1)Nc1ccccc1[N+](=O)[O-]	33	-1	99	1	13	1	0	2.3	-5	-13
CCOC(=O)CSc1nc2ccccc2c(=O)n1NC(=O)c1ccccc1	16	-14	105	-2	-7	1	0	-3.2	-9	15
NC(=O)C1CCN(c2oc(-c3cccs3)nc2S(=O)(=O)c2ccc(Br)cc2)CC1	-4	-7	114	-4	3	0	-1	-3.6	-3	18
CS(=O)(=O)N1CCC(C(=O)Nc2cccc(Cl)c2)CC1	32	-2	96	6	2	0	-1	-2.6	-14	15
CC1(C(=O)NNC(=S)NCC2CCCO2)CC1(Cl)Cl (configuration not stated)	-5	9	106	-1	-10	-4	0	-3.0	6	16
O=C(O)CCC(=O)Nc1ccc(Br)c(Cl)c1	-31	-1	108	1	-20	-2	1	-0.7	-6	4
COc1ccc(OC)c(S(=O)(=O)N2CCC(C(=O)NCCC3=CCCCC3)CC2)c1	-2	-5	102	1	15	-3	-1	-2.0	-10	10
O=C(c1ccc(S(=O)(=O)c2ccc(F)cc2)c([N+](=O)[O-])c1)N1CCCCCC1	-5	-8	97	-2	-26	-1	2	3.0	-5	-16
Cc1scc(C(=O)NNC(=S)NCC(C)C)c1C	-1	-8	105	0	-1	0	-6	-2.7	-2	15
O=C(c1sc2cc(Cl)ccc2c1Cl)N1CCN(CCc2ccccn2)CC1	-1	2	103	-2	11	1	2	-0.2	3	1
COCCCNC(=S)N(Cc1ccccc1)Cc1ccc(F)cc1	4	4	101	-2	1	-5	0	-1.1	6	6
Cc1ccc(S(=O)(=O)NC(C)C(=O)NC2CCCCCC2)cc1 (configuration not stated)	-6	1	93	3	-1	4	0	-1.9	-10	10
Cc1ccc(C)c(N2CCN(c3nnnn3-c3ccccc3)CC2)c1	-30	-8	108	-8	3	-8	6	6.1	-10	-36

As entered above:
For DAGLB inhibitor, Cc1ccc(C)c(N2CCN(c3nnnn3-c3ccccc3)CC2)c1 reads -8
For Arrestin-AP2 inh, Cc1scc(C(=O)NNC(=S)NCC(C)C)c1C reads -1
